Compound activity from PubChem.
KB-3-1 cytotox: KB-3-1 parental cell cytotoxicity | KB-3-1 viability, CellTiter-Glo ATP luminescence, 72 h | Potency, µM (doses to about 46.1 µM), for inactives: at the highest dose activity change, negative = cytotoxic, usual class: cytotoxic | 400,000 compounds, 1.4% hits; note: potency is the fitted concentration of half-maximal effect; % is set by controls: 0 for no effect and ±100 for the full control effect; nearly all actives have a fitted effect of over 60% in size
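Here the drug-naive KB-3-1 line serves as comparator for MDR sub-line selectivity; cells received compound titrations, 72 h at 37 °C, then CellTiter-Glo readout.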
MCF10A rereplic: induces DNA re-replication in MCF 10a normal breast cells; Potency, µM (highest dose often 46.1 µM), for inactives: top-dose activity, positive = re-replication, most hits filed as activators; AID 624296; 350,000 compounds, 2.9% hits; MCF 10A DNA re-replication, Hoechst nuclear intensity, 48 h; note: potency is the fitted concentration of half-maximal effect; % of control where 0% means no effect; nearly all actives have a fitted effect of over 50% in size
HT1080NT lethal: kills 2HG-producing HT-1080-NT fibrosarcoma cells; AID 686970; 360,000 compounds, 1.6% hits; HT-1080-NT fibrosarcoma viability, CellTiter-Glo ATP luminescence, 48 h; Potency, µM (top dose mostly 46.1 µM), for inactives: at the top dose activity, negative = less viability, hits mostly cytotoxic;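 note: NT is the 2HG producing partner of a matched IDH1 knockdown line; potency is the fitted concentration of half-maximal effect; 0% = DMSO-treated cells and -100% = media-only wells without cells; nearly all actives have a fitted effect of over 55% in size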
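Viability of the 2HG-overproducing fibrosarcoma line after 48 hours of compound exposure at 37 degrees C was determined by luminescence with CellTiter-Glo, and concentration-effect curves were then fitted and categorized.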
WRN inhibitor: inhibitors of human WRN helicase; Q14191; WRN helicase unwinding, fluorescent forked duplex, kinetic; Potency, µM (top dose mostly 114 µM), inactives show at the highest dose activity change, negative = inhibition, hits mostly inhibitors; 360,000 compounds, 0.46% hits; AID 651768; note: potency is the fitted concentration of half-maximal effect; % is set by controls: 0 for no effect and ±100 for the full control effect; nearly all actives have a fitted effect of over 55% in size
Target sequence (Q14191 whole entry, looked up): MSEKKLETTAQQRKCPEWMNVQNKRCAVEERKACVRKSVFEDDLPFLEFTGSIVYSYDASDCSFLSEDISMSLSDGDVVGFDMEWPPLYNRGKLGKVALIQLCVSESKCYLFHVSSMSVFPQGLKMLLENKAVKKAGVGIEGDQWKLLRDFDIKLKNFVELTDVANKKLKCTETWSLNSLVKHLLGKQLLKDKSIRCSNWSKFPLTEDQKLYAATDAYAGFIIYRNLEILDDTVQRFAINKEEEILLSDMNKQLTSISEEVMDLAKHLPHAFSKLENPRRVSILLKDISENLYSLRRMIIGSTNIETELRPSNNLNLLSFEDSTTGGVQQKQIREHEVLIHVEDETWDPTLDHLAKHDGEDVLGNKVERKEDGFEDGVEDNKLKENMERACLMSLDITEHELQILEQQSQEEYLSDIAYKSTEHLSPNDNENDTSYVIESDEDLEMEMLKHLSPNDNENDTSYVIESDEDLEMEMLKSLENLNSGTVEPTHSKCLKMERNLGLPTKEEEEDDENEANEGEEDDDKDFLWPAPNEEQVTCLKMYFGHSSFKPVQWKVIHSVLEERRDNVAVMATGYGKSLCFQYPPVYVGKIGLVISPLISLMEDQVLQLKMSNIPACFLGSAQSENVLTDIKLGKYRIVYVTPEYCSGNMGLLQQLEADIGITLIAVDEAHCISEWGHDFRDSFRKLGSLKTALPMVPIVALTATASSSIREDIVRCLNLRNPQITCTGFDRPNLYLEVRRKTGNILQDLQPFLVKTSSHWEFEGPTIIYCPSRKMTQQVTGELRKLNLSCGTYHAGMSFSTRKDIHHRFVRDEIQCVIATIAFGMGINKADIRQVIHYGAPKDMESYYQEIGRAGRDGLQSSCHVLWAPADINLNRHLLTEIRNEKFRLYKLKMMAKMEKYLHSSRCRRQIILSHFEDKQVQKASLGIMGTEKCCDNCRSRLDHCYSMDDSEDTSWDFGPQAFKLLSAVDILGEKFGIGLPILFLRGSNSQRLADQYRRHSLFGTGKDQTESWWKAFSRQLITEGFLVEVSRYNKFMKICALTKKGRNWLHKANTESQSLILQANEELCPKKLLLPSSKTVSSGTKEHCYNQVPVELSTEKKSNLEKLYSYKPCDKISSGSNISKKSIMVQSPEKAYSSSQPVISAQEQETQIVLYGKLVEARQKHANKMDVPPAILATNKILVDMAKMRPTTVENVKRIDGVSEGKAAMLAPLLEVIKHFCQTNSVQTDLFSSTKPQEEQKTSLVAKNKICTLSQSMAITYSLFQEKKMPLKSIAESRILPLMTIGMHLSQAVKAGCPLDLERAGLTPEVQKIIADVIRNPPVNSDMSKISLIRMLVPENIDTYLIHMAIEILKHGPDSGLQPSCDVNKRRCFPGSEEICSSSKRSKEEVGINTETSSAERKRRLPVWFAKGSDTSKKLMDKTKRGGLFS
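Fluorescence dequenching readout, ex 525 nm/em 598 nm, kinetic mode: forked duplex DNA (100 nM final) with adjacent fluorophore and quencher unwound by WRN (20 nM final) with 2 mM ATP. Compound preincubation 15 min, room temperature.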
HT1080 IDH1KD tx: HT-1080 IDH1 knockdown cell toxicity (counter line); HT-1080 IDH1 knockdown viability, ATP luminescence, 48 h; Potency, µM (titrated, usually from 46.1 µM), for the others: top-dose activity, negative = toxicity, actives largely listed as cytotoxic; 360,000 compounds, 2% hits; AID 686971;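 note: potency is the fitted concentration of half-maximal effect; 0% = DMSO wells and -100% = cell-free medium wells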
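Knockdown cells (IDH1KD HT-1080) received compounds 2 h after plating at 750 cells/well and were kept 48 h at 37 °C in 5% FBS RPMI. A CellTiter-Glo luminescence read gave % activity for curve fitting.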
SW480 rerep: DNA re-replication induction in SW480 cells; Potency, µM (top dose mostly 46.1 µM), for the others: at the highest dose re-replication activation, most hits filed as activators; 340,000 compounds, 1.8% hits; SW480 DNA re-replication, Hoechst DNA content imaging, 48 h; note: potency is the fitted concentration of half-maximal effect; % of control where 0% means no effect; nearly all actives have a fitted effect of over 55% in size
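250 cells/well; 23 nL cpd via pin tool; 48 hr, 37 C, 5% CO2; Hoechst 40 min; imager read of total nuclear intensity, ex 405/em 500-530 nm.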
IL1B secr inh: blocks inflammasome-driven IL-1 beta release; THP-1 LPS/ATP IL-1B secretion, AlphaLISA, 16 h; hits give low values; activity change, % at 57.5 µM; 360,000 compounds, 4.7% hits; AID 743279; in the data active = activity change below about -50%; inconclusive = mostly about -30% to -49%; note: % is set by controls: 0 for no effect and ±100 for the full control effect
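THP-1 cells pretreated 1 hr with compounds (up to 57.5 uM final), then stimulated with LPS (250 ng/mL final) plus ATP (1.25 mM final); secreted IL-1B measured by AlphaLISA after 16 hr, decreased signal indicating inhibition.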
KB-V1 MDR tox: kills drug-selected multidrug resistant KB-V1 cells; Potency, µM (highest dose often 46.1 µM), for inactives: at the highest dose activity change, negative = cytotoxicity, most hits filed as cytotoxic; KB-V1 MDR cells viability, CellTiter-Glo, 72 h; 400,000 compounds, 3.4% hits; AID 1347076; note: potency is the fitted concentration of half-maximal effect; % is set by controls: 0 for no effect and ±100 for the full control effect; nearly all actives have a fitted effect of over 60% in size
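Potencies derive from concentration-effect curves fitted to normalized luminescence (CellTiter-Glo) of KB-V1 cells treated for 72 h at 37 degrees C in phenol-red-free DMEM containing 10% FBS.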
ATXN2 expr inh: ATXN2 expression inhibition; Potency, µM (highest dose often 57 µM), for inactives: at the top dose activity change, negative = inhibition, most hits filed as inhibitors; HEK-293 ATXN2-luciferase reporter, luminescence, 24 h; AID 1745845; 360,000 compounds, 0.72% hits; note: potency is the fitted concentration of half-maximal effect; % is set by controls: 0 for no effect and ±100 for the full control effect; nearly all actives have a fitted effect of over 55% in size
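ATXN2-luciferase reporter cells (luciferase flanked by upstream and downstream ATXN2 gene portions) were treated 24 h at 37 °C with compounds at up to 57 uM. SteadyGlo luminescence gave expression; GF-AFC fluorescence gave viability.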
An asterisk follows results filed as active; i = inactive; ? = inconclusive; · = no result given; & = joins results of further samples; [ ] = remark or other dose. Unless noted, calls come from the whole dose curve; as a rule, active = well fitted curve in the direction sought with a large enough effect; inconclusive = small, poorly fitted or top-dose-only effect, or another doubt; inactive = no such curve, though single readings can be large; an effect the other way counts as inactive or inconclusive.

SMILES	KB-3-1 cytotox	MCF10A rereplic	HT1080NT lethal	WRN inhibitor	HT1080 IDH1KD tx	SW480 rerep	IL1B secr inh	KB-V1 MDR tox	ATXN2 expr inh
COc1cc(CC(=O)Nc2cc(S(=O)(=O)N3CCOCC3)ccc2N2CCCC2)cc(OC)c1OC	13%	14%	-5%	-7%	-13%	14%	-8	?	5%
CSc1nc(NS(=O)(=O)c2cc(Br)ccc2Br)cc(=O)[nH]1	?	-11%	-18%	-1%	-14%	-6%	5	-1%	-7%
CCN1C(=O)CC(C(=O)O)SC1=Nc1ccc(OC)cc1 (stereo unspecified)	-3%	5%	2%	8%	-5%	-6%	0	-4%	-4%
Cc1ccc(S(=O)(=O)Oc2ccccc2N2C(=O)C3C4CCC(C4)C3C2=O)cc1 (stereo unspecified)	-5%	-7%	1%	-7%[57.1 µM]	9%	6%	13	-4%	-8%
N#Cc1ncc(Cc2ccccc2)nc1C#N	1%	?	-23%	1.7µM*	?	15%	-23	19%	·
CCOC(=O)N1CCN(C(=O)Cc2ccccc2[N+](=O)[O-])CC1	-3%	-3%	0%	7%	-7%	-22%	22	?	8%
Cc1c(Br)c([N+](=O)[O-])nn1CC(=O)NCc1ccccn1	8%	-5%	10%	11%	3%	0%	0	?	2%
Cn1cccc1Cc1nnc(SCC(N)=O)n1-c1ccc(F)cc1	-3%	0%	8%	4%	3%	0%	-2	1%	3%
C=CCn1c(Cc2ccccc2)nnc1SCc1nc2ccccc2c(=O)[nH]1	-6%	-1%	2%	-4%	10%	0%	9	-16%	-4%
O=C(Cn1c(=O)cnc2ccccc21)N1CCCc2ccccc21	-1%	0%	10%	-30%	5%	5%	-5	-17%	-13%
C=CCn1c(Cc2nc3ccc(Cl)cc3[nH]2)n[nH]c1=S	2%	-6%	-1%	-23%	12%	-7%	-7	-5%	12%
CC(C)CC(=O)NC(c1cccs1)c1ccc2cccnc2c1O (stereo unspecified)	?	?	?	3%	?	0.82µM*	116	-29%	?
CC(=O)N(/N=C1/C(=O)Nc2ccccc21)c1ccccc1	5%	-1%	-13%	19%	-14%	2%	18	16%	68%[activator]
O=C(O)c1ccc(-c2nc(-c3ccccc3)c(-c3ccccc3)[nH]2)cc1	6%	16µM*	-5%	40µM*	-5%	-7%	44	?	-4%
CN1c2ccccc2C(O)=C(C(=S)Nc2ccccc2)S1(=O)=O	2%	7%	-5%	-9%	-5%	-10%	52	-1%	-18%
CN(C(=O)Nc1ccccc1)n1cnc2ccccc2c1=O	3%	0%	0%	8%	3%	-17%	18	4%	8%
CC1CCCCN1c1nc(-c2ccncc2)nc2ccccc12 (stereo unspecified)	0%	?	?	-9%	29µM*	?	-14	?	-11%
O=C(Cc1ccccc1)NCC(=O)N/N=C/c1ccc(C(=O)O)cc1	-3%	-13%	8%	9%	-1%	-7%	15	?	4%
COC(=O)c1sc(N2C(=O)C(=O)/C(=C(/O)c3ccc(C)cc3)C2c2ccco2)nc1C (stereo unspecified)	-9%	-5%	6%	-14%	9%	-113%[inhibitor]	6	-14%	-14%
O=C(CSc1nc2ccccc2c(=O)n1CCC(=O)N1CCCCC1)NCc1ccccc1	2%	18%	-3%	2%	-4%	-2%	-10	2.1µM*	-2%
COc1ccccc1NS(=O)(=O)c1cccc(C(=O)N/N=C/c2ccccc2OCC(=O)O)c1	-1%	-2%	-1%	-12%[57.1 µM]	3%	0%	10	6%	9%
COc1cc(NC(=O)C2=CC(c3ccco3)=NS(=O)(=O)N2C)cc(OC)c1OC	27%&7%	-6%	8%	-6%	19%	-17%	24	28%&12%	-11%&1%
Cn1c(Nc2ccc(F)cc2)nc2ccccc21	2%	1%	29%	-6%	?	0%	-5	0%	25%
Cc1ccc(Nc2cc(C)nc(-c3ccccc3)n2)cc1	?	10%	-8%	-9%	-8%	4%	-98*	-2%	16%
COc1ccc(C(=O)Nc2nc(-c3cccs3)c(NC(C)=O)s2)cc1	-3%	?	-17%	10%	-25%	1%	-11	3%	-10%
COc1ccc(Cn2nc(C)n(N(C)c3ncc(C(F)(F)F)cc3Cl)c2=O)cc1	-1%	19%	0%	-6%	-14%	6%	4	?	4%
Cc1ccc(-c2nc3cc(C)c(Br)c(C)n3c2Cc2ccccc2)cc1	-3%	·	-24%	-12%	-28%	·	24	-3%	91%[activator]
O=C(NC(=O)c1ccc(C(F)(F)F)cc1)Nc1ccc(-c2cnco2)cc1	5%	4%	5%	-16%	10%	-1%	1	0%	2%
Cc1cc(C)c2nc(-c3ccccn3)cc(C(=O)Nc3cc(C)on3)c2c1	-1%	28%	?	-24%[57.1 µM]	-22%	0%	27	-16%	-12%
COc1ccc(N2CCN(S(=O)(=O)CCNC(=O)C3CC3)CC2)cc1	1%	27%	11%	4%	6%	-447%[inhibitor]	-15	2%	1%
O=C(NCc1nc(-c2ccc(C(F)(F)F)cc2)no1)Nc1ccc(F)cc1F	4%	9%	-22%	-16%	-27%	-8%	-3	0%	-2%
COCCOC(=O)C1=C(C)Nc2ncnn2C1c1ccc(F)cc1 (stereo unspecified)	6%	-189%[0.0737 µM]	8%	0%	-6%	-15%	-7	3%	-6%
O=C(Nc1cc(Cl)ccc1-n1cncn1)c1ccccc1OC(F)F	-7%	2%	-2%	-15%	-4%	-55%[inhibitor]	-1	-17%	-9%
O=C(N/N=C/c1cccc([N+](=O)[O-])c1)c1cccc2cc[nH]c12	0%	5%	-9%	-7%	-4%	3%	11	2%	-15%
O=C(Nc1cccc2ccccc12)N1CC=C(c2ccccc2)CC1	5%	?	-1%	-6%	?	?	17	-8%	?
CC/C(C)=C1/NC(=O)NC1=O	-1%	-10%	-3%	5%	1%	-7%	-16	-1%	1%
CC(C)OC(=O)Cn1c(=O)sc2ccccc21	1%	0%	1%	12%	7%	2%	-2	-7%	-5%
COc1ccc(CC(=O)N(Cc2ccccc2)c2ccccc2)cc1S(=O)(=O)N1CCOCC1	-5%	-5%	-3%	-18%	1%	?	i	?	-21%
c1ccc(-c2nc3c4ccccc4ccn3c2CN2CCOCC2)cc1	0%	-5%	-23%	-9%	-1%	-7%	-11	?	·
COc1ccc(CNS(=O)(=O)c2ccc3c(c2)N(C)CCO3)cc1	-23%	0%	4%	3%	0%	-2%	0	10%	·

Reformatted: 13 of the compounds above.
Values in the order – KB-3-1 cytotox | MCF10A rereplic | HT1080NT lethal | WRN inhibitor | HT1080 IDH1KD tx | SW480 rerep | IL1B secr inh | KB-V1 MDR tox | ATXN2 expr inh
O=C(NC(=O)c1ccc(C(F)(F)F)cc1)Nc1ccc(-c2cnco2)cc1
    5% | 4% | 5% | -16% | 10% | -1% | 1 | 0% | 2%
Cc1cc(C)c2nc(-c3ccccn3)cc(C(=O)Nc3cc(C)on3)c2c1
    -1% | 28% | ? | -24%[57.1 µM] | -22% | 0% | 27 | -16% | -12%
COc1ccc(N2CCN(S(=O)(=O)CCNC(=O)C3CC3)CC2)cc1
    1% | 27% | 11% | 4% | 6% | -447%[inhibitor] | -15 | 2% | 1%
O=C(NCc1nc(-c2ccc(C(F)(F)F)cc2)no1)Nc1ccc(F)cc1F
    4% | 9% | -22% | -16% | -27% | -8% | -3 | 0% | -2%
COCCOC(=O)C1=C(C)Nc2ncnn2C1c1ccc(F)cc1 (stereo unspecified)
    6% | -189%[0.0737 µM] | 8% | 0% | -6% | -15% | -7 | 3% | -6%
O=C(Nc1cc(Cl)ccc1-n1cncn1)c1ccccc1OC(F)F
    -7% | 2% | -2% | -15% | -4% | -55%[inhibitor] | -1 | -17% | -9%
O=C(N/N=C/c1cccc([N+](=O)[O-])c1)c1cccc2cc[nH]c12
    0% | 5% | -9% | -7% | -4% | 3% | 11 | 2% | -15%
O=C(Nc1cccc2ccccc12)N1CC=C(c2ccccc2)CC1
    5% | ? | -1% | -6% | ? | ? | 17 | -8% | ?
CC/C(C)=C1/NC(=O)NC1=O
    -1% | -10% | -3% | 5% | 1% | -7% | -16 | -1% | 1%
CC(C)OC(=O)Cn1c(=O)sc2ccccc21
    1% | 0% | 1% | 12% | 7% | 2% | -2 | -7% | -5%
COc1ccc(CC(=O)N(Cc2ccccc2)c2ccccc2)cc1S(=O)(=O)N1CCOCC1
    -5% | -5% | -3% | -18% | 1% | ? | i | ? | -21%
c1ccc(-c2nc3c4ccccc4ccn3c2CN2CCOCC2)cc1
    0% | -5% | -23% | -9% | -1% | -7% | -11 | ? | ·
COc1ccc(CNS(=O)(=O)c2ccc3c(c2)N(C)CCO3)cc1
    -23% | 0% | 4% | 3% | 0% | -2% | 0 | 10% | ·

(next part)
SMILES	KB-3-1 cytotox	MCF10A rereplic	HT1080NT lethal	WRN inhibitor	HT1080 IDH1KD tx	SW480 rerep	IL1B secr inh	KB-V1 MDR tox	ATXN2 expr inh
Cc1ccc(N2C(=O)C(NC(=O)c3ccccc3F)(C(F)(F)F)C3=C2CC(C)(C)CC3=O)cc1 (stereo unspecified)	-1%	2%	-2%	-11%[57.1 µM]	-2%	3%	-13	?	-10%
COc1ccc(S(=O)(=O)N2CCOCC2)cc1C(=O)Nc1ccc2c(c1)OCO2	8%	-1%	10%	-11%	14%	-2%	7	1%	3%
O=C(CSc1nnc(Nc2ccccc2F)s1)NCc1ccco1	0%	2%	0%	?	1%	1%[9.22 µM]	-14	-3%	0%
COc1ccc(CCC(=O)NCC(c2ccco2)N2CCc3ccccc32)cc1 (stereo unspecified)	0%	?	-14%	14%	-9%	4%	-8	?	-2%
